# Glyco luc inh = blocks N-linked glycosylation in D54 reporter cells | AID 588692 | 360,000 compounds, 0.23% hits | D54 ERlucT glycosylation luciferase reporter, 24 h; percent of 100 nM tunicamycin response | reporter increase, % at 12.5 µM;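 active = mean luciferase reporter signal, scaled so untreated is 0 and the glycosylation-blocking control 100, at or above a set limit in every replicate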;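 note: luciferase carries N-glycosylation sites so blocking glycosylation raises the light; 0% = median of neutral control wells and 100% = median of 100 nM tunicamycin wells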
# MC4R ag barr = activates human MC4R beta-arrestin recruitment. P32245. U2OS MC4R beta-arrestin complementation, luminescence; percent of melanotan II response, DMSO zero. 360,000 compounds, 0.98% hits. activation, % at 8.9 µM. AID 540308;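 active = activation above a per-plate cutoff, the mean activation of sample wells on that plate plus 3 SD, cut at about 8% in these data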
# HTR2A ag = activates the mouse 5-HT2A serotonin receptor | P35363 | CHO-K1 mHTR2A beta-arrestin complementation, luminescence; percent of 30 µM serotonin response | activation, % at 7.6 µM | 360,000 compounds, 0.66% hits | AID 624169;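 active = activation above a run cutoff, the mean activation of all tested compounds plus 3 SD, cut at about 14% in these data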;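 note: 0% = plate median of compound wells and 100% = 30 µM serotonin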
# ABCB6 inh 2 = inhibitors of human ABC transporter ABCB6; Q9NP58; K562-ABCB6 porphyrin accumulation, flow cytometry, 1 h; active compounds read low; fluorescence ratio to DMSO, % at 10 µM; 360,000 compounds, 0.19% hits; AID 602162;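 active = fluorescence ratio to DMSO below 75%, the collection mean minus 3 SD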;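 note: signal is porphyrin accumulated inside mitochondria; 100% equals median channel fluorescence of DMSO control wells; lower ratio means ABCB6 inhibition with less porphyrin fluorescence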
# H9c2 protect = myocardial damage modulation in H9c2 cells. H9c2 cardiomyocytes, H2O2 injury protection, ATPLite, 2 h. protection from H2O2 cell death, % at 20 µM. 360,000 compounds, 0.63% hits;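 active = compounds giving at least 50% protection of heart cells from peroxide-induced death in the single-dose screen, raw or plate-pattern-corrected value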;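 note: 0% = DMSO wells with peroxide and 100% = DMSO wells without peroxide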
# TLR9-MyD88 inh = TLR9-MyD88 interaction inhibition | 340,000 compounds, 0.21% hits | CHO BLA complementation TLR9-MyD88, CCF4 FRET ratio | inhibition, % at 4.98 µM | Q9NR96+Q99836;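 active = inhibition above the mean over all tested compounds plus 3 SD, cut at about 21% in these data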;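 note: 0% = DMSO only wells and 100% = clavulanate BLA inhibitor control wells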
# NOD2-RIPK2 inh = inhibitors of human NOD2-RIPK2 interaction | O43353 | CHO BLA complementation NOD2-RIPK2, CCF4 ratio | 360,000 compounds, 0.38% hits | inhibition, % at 4.98 µM; in the data active = inhibition above about 21%;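 note: 0% = vehicle only and 100% = reference blocker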
# MC4R antagonist = antagonists of human melanocortin 4 receptor (MC4R) | 360,000 compounds, 0.48% hits | MC4R-expressing cells, MTII-stimulated cAMP, LANCE TR-FRET | AID 540295 | inhibition, % at 6.5 µM;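 active = inhibition above its plate's cutoff, the mean of tested wells on that plate plus 3 SD, cut at about 29% in these data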;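 note: 0% = Melanotan II alone and 100% = Melanotan II plus saturating MCL0020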
#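 Material: human MC4R-expressing U2OS cells. Probe or stimulus: Melanotan II challenge. Dosing: 6.5 µM single dose. Times: 30-min compound, 1-h challenge, 1-h detection, room temperature. Technique: TR-FRET with Eu-cAMP and labeled anti-cAMP, 671 nm. Replication: singlicate.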
# SRC2 inh = inhibits human steroid receptor coactivator 2; 370,000 compounds, 0.17% hits; inhibition, % at 9 µM; HEK293 GAL4-SRC2 luciferase reporter, luminescence; AID 651957;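 active = inhibition above the mean inhibition of all tested compounds plus 3 SD, set per campaign, cut at about 52% in these data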;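 note: 0% = DMSO treated cells and 100% = cells given Gossypol at 36 µM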
# Target sequence (Q15596 whole entry, looked up, the tested form may be a part): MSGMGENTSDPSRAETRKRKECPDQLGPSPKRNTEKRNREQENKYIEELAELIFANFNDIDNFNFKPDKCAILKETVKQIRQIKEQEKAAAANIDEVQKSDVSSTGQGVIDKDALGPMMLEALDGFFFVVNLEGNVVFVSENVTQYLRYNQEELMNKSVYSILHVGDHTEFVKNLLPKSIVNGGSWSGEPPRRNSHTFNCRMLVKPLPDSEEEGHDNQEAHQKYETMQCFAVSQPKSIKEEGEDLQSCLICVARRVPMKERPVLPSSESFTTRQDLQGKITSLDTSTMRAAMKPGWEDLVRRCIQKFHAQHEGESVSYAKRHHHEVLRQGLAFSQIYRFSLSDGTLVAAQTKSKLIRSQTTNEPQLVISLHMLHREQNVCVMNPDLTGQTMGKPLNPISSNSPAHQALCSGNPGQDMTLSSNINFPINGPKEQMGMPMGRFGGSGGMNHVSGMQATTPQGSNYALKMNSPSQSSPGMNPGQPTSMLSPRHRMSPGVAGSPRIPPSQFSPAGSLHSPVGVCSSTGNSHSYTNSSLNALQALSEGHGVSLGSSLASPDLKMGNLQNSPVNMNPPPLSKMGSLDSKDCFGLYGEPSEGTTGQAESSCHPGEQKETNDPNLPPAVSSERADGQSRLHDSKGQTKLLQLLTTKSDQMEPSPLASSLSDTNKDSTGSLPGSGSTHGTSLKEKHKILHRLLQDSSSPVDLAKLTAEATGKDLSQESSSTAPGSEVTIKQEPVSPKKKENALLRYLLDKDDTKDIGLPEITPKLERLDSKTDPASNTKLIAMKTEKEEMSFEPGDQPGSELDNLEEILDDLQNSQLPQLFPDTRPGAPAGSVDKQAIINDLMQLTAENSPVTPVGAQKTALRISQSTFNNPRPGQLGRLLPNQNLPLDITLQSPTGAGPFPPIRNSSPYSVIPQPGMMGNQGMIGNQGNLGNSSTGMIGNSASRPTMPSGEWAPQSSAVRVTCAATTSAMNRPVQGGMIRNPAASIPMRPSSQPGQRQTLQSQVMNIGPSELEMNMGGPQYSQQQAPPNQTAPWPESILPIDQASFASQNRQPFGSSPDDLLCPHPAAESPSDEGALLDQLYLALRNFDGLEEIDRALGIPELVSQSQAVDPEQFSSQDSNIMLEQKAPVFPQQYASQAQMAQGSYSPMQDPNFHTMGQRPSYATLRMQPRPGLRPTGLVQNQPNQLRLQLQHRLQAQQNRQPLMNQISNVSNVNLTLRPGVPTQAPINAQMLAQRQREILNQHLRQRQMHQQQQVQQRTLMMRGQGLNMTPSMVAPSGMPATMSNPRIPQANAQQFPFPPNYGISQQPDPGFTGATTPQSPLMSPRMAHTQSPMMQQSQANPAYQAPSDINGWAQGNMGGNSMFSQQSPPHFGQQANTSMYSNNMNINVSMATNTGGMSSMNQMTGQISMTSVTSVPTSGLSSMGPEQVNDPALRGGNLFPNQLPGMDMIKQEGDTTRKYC
# ABHD5 PLIN5 PPI = blocks binding of human ABHD5 to perilipin-5; Q00G26+Q8WTS1; Split G. princeps luciferase complementation, luminescence, 4 h; inhibition, % at 4 µM; 360,000 compounds, 0.78% hits;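 active = inhibition above the mean inhibition across every tested compound plus 3 SD, cut at about 22% in these data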;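 note: 0% = DMSO only wells and the 100% control is not disclosed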
# An asterisk follows results filed as active; . = not tested or not shown. A portion of the library; the hit share may differ from the screen's.
SMILES,Glyco luc inh,MC4R ag barr,HTR2A ag,ABCB6 inh 2,H9c2 protect,TLR9-MyD88 inh,NOD2-RIPK2 inh,MC4R antagonist,SRC2 inh,ABHD5 PLIN5 PPI
N=C1C=CC=C2C1=NC1(CCCCC1)N2O,2,-2.1,1,114,7,11,-15,-13,4,-11
O=C1c2cccc(OCC(=O)N3N=C(c4cccs4)CC3c3ccc(F)cc3)c2CCN1Cc1cccnc1 (stereo not given),-3,-1.8,-1,93,1,-5,0,14,-8,12
CN1CCN(C(=O)CN2C(=O)CC(C)(C)S(=O)(=O)c3ccccc32)CC1,2,-0.5,0,92,1,2,-1,11,-4,-1
CCOC(=O)c1ccc(CNCc2ccccc2)cc1,-1,-1.7,-3,102,8,-6,3,3,-12,-1
COc1cc(CN2CCC(C(=O)NC(c3ccc(F)cc3)c3ncccc3C)CC2)cc(OC)c1 (stereo not given),1,-0.6,-5,100,14,.,-7,2,-21,1
Cc1ccc(NS(=O)(=O)c2cccc(C(=O)NCC3(N(C)C)CCCCC3)c2)cc1,-1,-1.1,-7,96,4,-2,-9,9,16,1
CCCC(=O)N1CCN(c2ccc(NC(=O)c3ccc(OCC)c([N+](=O)[O-])c3)cc2)CC1,-7,-0.6,-1,101,15,-8,-1,8,13,3
CC(C)[C@H](NC(=O)C1CCN(S(=O)(=O)c2ccccc2)CC1)C(=O)NCc1ccccn1,3,-0.2,4,106,0,-11,4,-1,-2,-3
CCCn1nnnc1NCc1ccccc1OCc1ccc(F)cc1,-1,0.6,3,101,-5,-2,-8,-7,-1,5
O/N=C1\CCc2cc(Cl)ccc21,-2,-0.8,0,121,-4,-1,-14,7,10,7
CC(=O)c1sc(N/N=C/c2cccc(O)c2)nc1C,15,2.7,-6,99,25,-97,3,-3,-81,-7
CC1CCC2C(C1)c1sc(=O)[nH]c1SC2(C)C (stereo not given),-1,1.2,5,92,-4,2,-2,14,4,-6

# Given tab-delimited: entries from further up
smiles	Glyco luc inh	MC4R ag barr	HTR2A ag	ABCB6 inh 2	H9c2 protect	TLR9-MyD88 inh	NOD2-RIPK2 inh	MC4R antagonist	SRC2 inh	ABHD5 PLIN5 PPI
N=C1C=CC=C2C1=NC1(CCCCC1)N2O	2	-2.1	1	114	7	11	-15	-13	4	-11
O/N=C1\CCc2cc(Cl)ccc21	-2	-0.8	0	121	-4	-1	-14	7	10	7

# (next part)
SMILES,Glyco luc inh,MC4R ag barr,HTR2A ag,ABCB6 inh 2,H9c2 protect,TLR9-MyD88 inh,NOD2-RIPK2 inh,MC4R antagonist,SRC2 inh,ABHD5 PLIN5 PPI
COc1ccc(C(=O)COC(=O)c2ccc(NC(=O)c3ccccc3)cc2)cc1,-7,0.0,3,102,-7,4,-5,-1,-2,1
O=C(c1ccc(N2C(=O)CCC2=O)cc1)N1CCCSC1=Nc1ccccc1,2,0.4,0,106,4,-6,-7,-3,3,6
Cc1ccc(CN(C)C2CCN(C)CC2)cc1,2,-1.8,-4,100,14,0,-10,4,-10,-6
CCOc1cccc(C(=O)NNC(=O)CCC(=O)O)c1,1,-2.7,-1,92,-4,5,0,3,2,5
O=C(NCc1ccccc1)c1cnsn1,1,-0.5,-2,98,6,-1,-3,2,.,3
COc1cc(/C=N/N=C/c2cc(OC)c(O)c(OC)c2)cc(OC)c1O,0,0.9,0,98,-3,-2,-6,-9,12,1
Cc1c(-c2cc(Br)ccc2O)nc2cc3c(cc2c1C)OCO3,2,1.1,1,171,-3,-5,-12,-9,-7,-3
C[C@H](CO)N1C[C@H](C)[C@@H](CN(C)Cc2ccc3c(c2)OCO3)Oc2c(NS(=O)(=O)c3cn(C)cn3)cccc2C1=O,0,0.2,-4,100,-3,6,2,3,-35,-3
CC(NCC(O)COc1ccccc1)C1COc2ccccc2O1 (stereo not given),0,-0.4,-3,99,8,-7,0,7,13,-6
COc1ccc(NC(=S)NCCCN2CCCC2=O)c(OC)c1,2,1.0,2,104,6,3,-1,1,15,5
CCOC(=O)c1nn(-c2ccccc2)c(=O)cc1OCC(=O)Nc1ccccc1OCC,-1,-1.0,-2,97,6,7,6,12,-7,-14
CCN1C(=O)[C@H]2[C@@H](c3ccc(-c4ccc5c(c4)OCO5)c(OC)c3)N[C@@](C)(C(=O)OC)[C@H]2C1=O,-1,0.8,3,95,10,-7,-5,1,-6,2
CCCCC(=O)Nc1ccc(C(=O)NN2C(=O)c3ccccc3C2=O)cc1,3,-1.1,-1,99,2,-1,-4,2,-10,4
CN(CC(=O)Nc1ccccc1Br)C(=O)c1ccc2c(=O)n3c(nc2c1)CCC3,0,-0.5,1,95,0,6,-14,-1,-5,0
COc1cc(C(=O)Nc2cccc(NC(=O)c3cccs3)c2)cc(OC)c1OC,1,0.2,3,96,33,0,-49,14,-3,-3
Cc1coc2c1c(C)cc1oc(=O)c(CC(=O)N[C@H](C(=O)O)C(C)C)c(C)c12,1,-2.1,1,99,3,-1,2,1,-23,-1
Cc1ccc(OCC(=O)Nc2ccc3oc(=O)ccc3c2)c(C)c1,-3,-1.2,-5,93,-7,1,9,9,-10,-8
COc1ccc(S(=O)(=O)N(CCN2CCOCC2)Cc2cc(OC)ccc2OC)cc1,-2,-2.1,3,95,0,8,-9,-1,-12,3
O=C(Nc1ncc2c(n1)CC(c1ccccc1)CC2=O)c1ccco1 (stereo not given),-2,-3.1,0,96,5,-1,-12,6,-15,1
O=c1[nH]c2ccc(S(=O)(=O)N3CCC(Cc4ccccc4)CC3)cc2o1,-1,0.8,2,91,-10,-11,-8,4,0,2
CC1CCc2ccc(F)cc2N1S(=O)(=O)c1cccs1 (stereo not given),3,-1.0,-6,97,-6,-9,-2,-5,-2,-4
CCc1nnc(NC(=O)CSc2nc(N)c(NC(=O)c3ccc(OC)cc3)c(=O)[nH]2)s1,2,-1.8,3,96,9,-4,1,8,-3,4
O=C(COC(=O)c1cc(S(=O)(=O)N2CCOCC2)ccc1Cl)NC1CC1,-2,-0.5,1,102,6,0,-6,3,15,-8
COc1ccc(C(=O)N/N=C(\C)c2ccc3c(c2)C2C=CCC2C(c2ccccc2)N3)cc1 (stereo not given),2,3.0,-2,96,19,-5,1,-11,.,18
COc1cccc(C(=O)N2CCCc3ccccc32)c1,-1,0.6,0,104,1,-4,-3,3,-6,0
O=C(O)CCCCCNC(=O)CCn1nnc2ccccc2c1=O,-1,-1.7,3,101,6,-3,-6,0,12,2
CC1(C)CC(=O)C2(CC3=C(CC(C)(C)CC3=O)O2)C(=O)C1,-1,0.7,0,97,1,-16,-4,3,-23,-2
CN(C)c1ccc(NC(=O)Nc2csc3ccccc23)cc1,-2,-1.9,-4,100,-7,.,-6,2,-23,-6
COc1ccc(C2=C(C)C(N3CCN(C(=O)c4ccco4)CC3)=NS2(=O)=O)cc1,0,-2.7,4,100,3,-8,-5,-2,14,-6
Clc1ccccc1-c1ncc2ccccn12,0,-1.7,-28,103,6,6,3,-11,-24,-1
COc1ccccc1NC(=O)Cn1cnc2c(nnn2-c2ccc(C)cc2)c1=O,0,0.2,-4,103,0,-8,-5,-3,-23,4
Cc1cc[n+](CCc2ccccc2)cc1C,3,-2.5,2,97,-3,-6,-14,6,-3,4
CC(O)[C@H]1CC[C@H]2[C@@H]3CC[C@H]4C[C@@H](O)CC[C@]4(C)[C@H]3C(=O)C[C@]12C (stereo not given in full),4,-0.9,0,98,1,-10,19,5,3,-2
C[C@H](NC(=O)NC1CCCc2ccccc21)C(=O)O (stereo not given in full),1,-2.2,8,100,15,4,9,-2,.,-1
COc1ccccc1P(=O)(c1ccccc1)c1ccccc1,-2,1.4,-2,93,-4,-3,5,2,-2,2
CC(Sc1nnc(-c2ccc(Cl)cc2Cl)n1Cc1ccccc1)C(=O)Nc1nccs1 (stereo not given),5,-2.2,-9,88,-19,1,15,7,11,-7
O=C(Nc1ccc(F)cc1)C1CCCN(S(=O)(=O)c2cccc3nonc23)C1 (stereo not given),-1,0.5,-2,106,-1,-16,-6,32*,-1,3
CCCCOc1ccc(Cl)cc1CSc1nnc(CC)n1N,2,-1.1,5,103,-1,1,-8,17,-17,3
CN1CCN(c2nc(-c3cccs3)cc(C(F)(F)F)n2)CC1,-3,3.0,-5,97,2,-14,-1,-2,-30,3
CCCOc1cc(C)c(S(=O)(=O)n2nnc3ccccc32)cc1C,1,-0.8,-4,95,2,-10,-7,-5,-4,0
C[C@H](CO)N1C[C@H](C)[C@H](CN(C)Cc2cncnc2)Oc2ncc(C#CC3(O)CCCC3)cc2C1=O,0,-1.4,0,100,16,-12,5,11,-1,1
O=C(O)c1nn(-c2ccccc2)nc1-c1nn(-c2ccccc2)nc1C(=O)O,-2,1.5,0,98,0,-10,3,7,2,-3
CC(=O)Nc1cc(-c2cccc(C(=O)NCCN(C)C)c2)cn2c(-c3ccc(S(C)(=O)=O)cc3)cnc12,-1,-2.0,5,105,-2,.,-4,-1,5,6
Cc1cc(C)cc(OCc2nnc(SCC(=O)N3CCCCC3)o2)c1,3,-1.2,-5,89,-2,-1,1,10,11,0
O=C(O)c1cc(Cl)c(Cl)cc1C(=O)N1CCCC1,3,-2.0,0,100,1,-3,-12,3,10,-5
COc1ccc(CNC(C)C(=O)Nc2ccc3ccccc3c2)cc1OC (stereo not given),1,1.3,5,97,2,-4,-4,-4,0,-3
CCSC1=C(C#N)C(CC(C)C)C2=C(CCCC2=O)N1 (stereo not given),3,-2.1,-9,101,-4,.,-3,34*,-15,4
Cc1cc(C(=O)C(=O)NC(C)C)c(C)n1-c1ccc([N+](=O)[O-])cc1,0,1.0,-2,97,-1,-9,-12,6,15,-1
CCOc1ccc(CCNC(=O)CCc2c(C)nc3ncnn3c2C)cc1OCC,2,-1.5,1,96,-2,1,-6,0,7,0
CC(=O)Nc1ccc(NC(=O)c2cc(-c3cc(C)c(C)cc3O)n[nH]2)cc1,-2,-0.5,-2,97,2,1,-2,3,-18,6
C[C@@H]1CN([C@@H](C)CO)C(=O)c2cc(NC(=O)C3CC3)ccc2O[C@@H]1CN(C)Cc1ccc(Cl)c(Cl)c1,-1,-1.1,9,103,-7,-10,-16,10,-6,-3
Cc1noc(C)c1C(=O)OC(C)C(=O)Nc1ccc([N+](=O)[O-])cc1C(F)(F)F (stereo not given),1,-0.7,3,100,-3,-18,-5,6,-4,3
COc1ccccc1NC1=NC(c2ccc(Cl)cc2)N=C(N)N1 (stereo not given),20,-2.7,-1,100,8,1,2,0,-4,2
CCCCCC(C)NC(=O)c1ccoc1C (stereo not given),0,1.1,0,100,-1,-10,-2,16,-23,2
CCc1ccc(N2CC(C(=O)N3CCN(c4ccc([N+](=O)[O-])cc4)CC3)CC2=O)cc1 (stereo not given),3,-0.5,0,96,-5,-6,-4,-1,-20,7
CCCn1c(SCC(=O)O)nc2ccccc21,4,0.3,2,100,2,2,-23,8,.,6
Clc1nc2c(-c3ccccc3)nnn2c2ccccc12,-7,-1.4,7,96,-11,20,24*,-73,-16,3

# Screens deposited in PubChem BioAssay by several laboratories.
